Screening results from PubChem BioAssay.
RAM inhibit – inhibitors of the yeast RAM network, primary screen, dse1pr::URA3 reporter, 5-FOA selection. S. cerevisiae dse1pr::URA3 reporter, 5-FOA growth OD615, 2 d; analog-sensitive cbk1-as2 kinase mutant strain. inhibition, % at 50 µM. 190,000 compounds, 1.8% hits. AID 868, 2007;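 active means inhibition above a set limit, 3 SD over mean compound inhibition, cut at about 8.4% in these data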;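 further: 0% = DMSO-only wells with no growth and 100% = 10 µM 1-NA-PP1 full growth; inhibition rescues growth on 5-FOA so higher OD means more RAM inhibition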
STAT3 inh – IL-6 driven STAT3 reporter inhibitors, primary screen, U3A cells, luciferase, luminescence, MLSCN library. IL-6 STAT3-luciferase reporter; host cell line lacks STAT1. inhibition, % at 5.5 µM. 190,000 compounds, 0.89% hits;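 active means inhibition above the mean inhibition across all screened compounds plus 3 SD, cut at about 44% in these data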;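 further: 0% = DMSO only wells and 100% = 100 µM nifuroxazide control wells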
S1P3 antagonist – S1P3 receptor antagonists, primary screen, cell-based; AID 485, 2006; CHO S1P3 NFAT-BLA reporter, FRET fluorescence, antagonist mode; inhibition, % at 4.98 µM; 170,000 compounds, 0.27% hits; Sphingosine 1-phosphate receptor 3 (Homo sapiens), Q99500;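 active means inhibition above the plate cutoff, the mean inhibition of test wells on that plate plus 3 SD, cut at about 28% in these data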;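 further: cells challenged with S1P at its EC80 of 0.8 µM; blue over green emission ratio from cleaved BLA substrate after 4 h stimulation; 0% = S1P-stimulated wells and 100% = unstimulated DMSO-only wells; some compounds past the cut are filed as inactive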
STAT3 act – IL-6 driven STAT3 reporter potentiators, primary screen, U3A cells, luciferase, luminescence, MLSCN library | 190,000 compounds, 0.91% hits | activation (% of control), % at 5.6 µM | IL-6 STAT3-luciferase reporter; 100% = signal with IL-6 EC80 alone;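 active means activation above the screen-wide mean of compound activation plus 3 SD, cut at about 130% in these data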;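 further: 0% = background luminescence of wells with medium and substrate only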
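system = STAT3-luciferase reporter U3A cells | reagent = IL-6 stimulus at 33 ng/mL final | timing = 1 h compound pre-exposure, 6 h IL-6 stimulation, 37 °C | measured by = luminescence | evaluation = % activation versus median of IL-6-stimulated wells | control set = IL-6-only wells as 100% reference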
ROMK primary – ROMK potassium channel modulators, primary screen, cell-based, thallium flux, MLSMR library; ATP-sensitive inward rectifier potassium channel 1 (Homo sapiens), P48048; Tet-inducible ROMK, thallium flux fluorescence; actives lie on both sides; B-score at 10 µM; 130,000 compounds, 2% hits; AID 1918, 2009;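 active means signal ratio slope over the read window, or its plate-corrected B-score, at least 3 SD from the plate mean, either direction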;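 further: B-score of the F/F0 ratio slope over 7 to 12 s after thallium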
SRC2 TRFRET art – TR-FRET signal artefacts, primary screen, artefact control for PPARgamma SRC-2 agonist project, biochemical | 200,000 compounds, 0.4% hits | TR-FRET ratio at 8 µM | TR-FRET artefact counter-screen; active compounds read high; in the data active means TR-FRET ratio above about 2000; further: inactives centre near 1500
STAT1 blocker – STAT1 signaling inhibitors, primary screen, cell-based, HTS, luciferase reporter; NIH 3T3 STAT1-luciferase reporter, IFN-gamma, luminescence; inhibition, % at 5.5 µM; 200,000 compounds, 0.35% hits;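 active means inhibition above a set limit, the mean inhibition across all tested compounds plus 3 SD, cut at about 34% in these data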;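 further: 0% = IFN-gamma with DMSO and 100% = IFN-gamma with 300 µM nifuroxazide; values of inactives mirror those of a sister screen read the other way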
PPARg SRC1 recr – PPARgamma agonists recruiting SRC-1 coactivator, primary screen, biochemical. activation, % at 8 µM. PPARgamma-SRC-1 coactivator recruitment biochemical assay. AID 631, 2007. 200,000 compounds, 0.41% hits; in the data active means activation above about 19%;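 further: 0% = DMSO and 100% = reference agonist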
PPARg SRC3 recr – PPARgamma agonists recruiting SRC-3 coactivator, primary screen, biochemical; Peroxisome proliferator-activated receptor gamma (Homo sapiens), P37231; biochemical PPARgamma/SRC-3 coactivator recruitment assay; activation, % at 8 µM; 200,000 compounds, 0.26% hits; in the data active means activation above about 23%;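 further: 0% = DMSO and 100% = reference agonist; some compounds past the cut are filed as inactive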
PPARg SRC-2 ag – agonists of PPARg-SRC-2 recruitment, primary screen, biochemical, HTS; Peroxisome proliferator-activated receptor gamma (Homo sapiens), P37231; PPARgamma LBD-SRC-2 recruitment; activation, % at 8 µM; 200,000 compounds, 0.34% hits; AID 1032, 2008; in the data active means activation above about 22%;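 further: 0% = vehicle and 100% = reference agonist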
TLR4 MyD88 comp – inhibitors of TLR4-MyD88 association in cells, primary screen, cell-based, HeLa CL3-4, BLA complementation, FRET ratio; Toll-like receptor 4 (Homo sapiens) + Myeloid differentiation primary response protein …; HeLa CL3-4 TLR4/MyD88 BLA complementation; inhibition, % at 8.4 µM; 200,000 compounds, 0.18% hits; in the data active means inhibition above about 25%;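 further: 0% = vehicle and 100% = reference inhibitor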
Target sequence (O00206 whole entry, looked up): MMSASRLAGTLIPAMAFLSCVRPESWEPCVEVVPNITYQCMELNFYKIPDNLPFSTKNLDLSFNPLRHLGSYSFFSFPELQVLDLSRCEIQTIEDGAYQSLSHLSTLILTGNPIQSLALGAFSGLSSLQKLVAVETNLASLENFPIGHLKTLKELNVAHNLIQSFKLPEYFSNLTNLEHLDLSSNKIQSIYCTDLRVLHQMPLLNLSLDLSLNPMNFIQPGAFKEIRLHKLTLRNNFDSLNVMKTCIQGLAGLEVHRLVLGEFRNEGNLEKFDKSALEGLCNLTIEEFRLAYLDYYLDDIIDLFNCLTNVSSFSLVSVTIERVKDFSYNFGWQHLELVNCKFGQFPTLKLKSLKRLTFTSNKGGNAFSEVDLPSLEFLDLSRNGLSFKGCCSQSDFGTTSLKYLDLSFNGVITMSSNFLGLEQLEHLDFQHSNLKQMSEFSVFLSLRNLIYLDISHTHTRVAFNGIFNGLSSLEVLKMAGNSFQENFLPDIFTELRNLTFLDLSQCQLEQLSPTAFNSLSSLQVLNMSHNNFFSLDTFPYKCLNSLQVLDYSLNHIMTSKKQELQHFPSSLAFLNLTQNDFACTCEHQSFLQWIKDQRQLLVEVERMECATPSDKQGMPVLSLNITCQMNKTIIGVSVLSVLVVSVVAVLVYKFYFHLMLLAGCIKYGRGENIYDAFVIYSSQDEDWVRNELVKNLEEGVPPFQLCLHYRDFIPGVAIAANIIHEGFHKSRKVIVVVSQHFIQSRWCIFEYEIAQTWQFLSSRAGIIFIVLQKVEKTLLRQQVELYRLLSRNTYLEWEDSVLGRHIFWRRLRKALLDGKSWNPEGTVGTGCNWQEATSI
Target sequence (Q99836 whole entry, looked up): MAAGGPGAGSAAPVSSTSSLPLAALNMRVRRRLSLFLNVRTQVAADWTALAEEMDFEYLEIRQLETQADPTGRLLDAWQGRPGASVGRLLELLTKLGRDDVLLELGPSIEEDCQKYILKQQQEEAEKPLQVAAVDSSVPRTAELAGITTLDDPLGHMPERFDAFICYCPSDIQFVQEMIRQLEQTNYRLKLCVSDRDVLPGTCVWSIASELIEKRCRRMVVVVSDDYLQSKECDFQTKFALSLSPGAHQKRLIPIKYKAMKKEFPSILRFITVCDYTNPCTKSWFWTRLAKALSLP
The depositor's hits bear a star; · = no result given. Not a hit list; 5.6% or so of the library scored in one or more.

SMILES	RAM inhibit	STAT3 inh	S1P3 antagonist	STAT3 act	ROMK primary	SRC2 TRFRET art	STAT1 blocker	PPARg SRC1 recr	PPARg SRC3 recr	PPARg SRC-2 ag	TLR4 MyD88 comp
CCCCN(C)c1ccc([N+](=O)[O-])cc1	-1.3	10	13	94	·	1505	-1	-10	-3	-8	0
Cc1ccc2nc(N(CCCN(C)C)C(=O)c3ccc(S(=O)(=O)N(C)C)cc3)sc2c1	-0.5	6	9	93	0.18	1606	-3	3	3	11	1
Cc1ccc(S(=O)(=O)c2cc3c(=O)n4ccccc4nc3n(Cc3ccco3)c2=N)cc1	1.9	1	·	102	-1	1447	8	-4	10	12	6
CNC(=O)CC(=O)Nc1ccccc1C(=O)O	-0.2	3	·	99	·	1495	-3	-6	-5	0	8
Cc1ccc(C)c(OCC(O)CN2CCCCC2C)c1 (configuration not stated)	0.0	12	1	94	·	1552	9	-2	11	2	-3
Cc1cc(C=C2C(=O)c3ccccc3C2=O)c(C)n1-c1ccccc1	3.3	75*	·	43	·	1401	13	3	13	5	10
CCOC(=O)N1CCN(C(=O)c2cc(-c3ccc(OCC)cc3)nc3ccccc23)CC1	-1.3	-1	12	103	·	1520	-51	6	2	-4	-7
COCCNC(=O)c1cc(-c2cccs2)on1	2.2	-13	-23	115	·	1392	-39	2	9	6	-3
COc1ccc(Cl)cc1NC(=S)NCc1cccnc1	0.5	1	0	103	-0.44	1461	-2	-3	-2	-2	18
On1nnc2c3ccccc3c3ccccc3c21	4.0	4	-22	100	·	1643	4	6	1	5	12
C/C(=N\Nc1c([N+](=O)[O-])c(C)nn1C)c1ccc(F)cc1F	3.4	13	-1	91	-0.0045	1454	-9	-12	-2	-7	3
Cn1c(Cc2cccc3ccccc23)nnc1SCC(=O)N1CCN(c2cccc(Cl)c2)CC1	1.9	33	·	76	-1.9	1454	4	0	0	6	-12
CCOC(=O)/C=C(\C)Nc1cc(C)nn1-c1ccccc1	0.2	8	-47	97	·	1715	-1	0	1	8	-8
Cc1ccc(NC(=O)CN2c3cccc4cccc(c34)S2(=O)=O)cc1S(=O)(=O)N1CCOCC1	1.9	-6	2	108	·	1464	-2	2	0	-3	-2
COc1cccc(-c2cc(C(F)(F)F)nc(N3CCCCC3)n2)c1	3.8	0	·	104	0.84	1429	-4	1	1	-5	-4
CC(C)Cn1c(N)c(C(=O)COC(=O)c2ccc3c(c2)OCCO3)c(=O)n(C)c1=O	1.9	33	5	74	-0.72	1433	14	8	-8	-13	5
O=C(CSc1nc2ccccc2o1)N1CCN(S(=O)(=O)c2ccc3ccccc3c2)CC1	7.0	9	0	93	-3.6*	1659	0	3	0	7	-9
Cn1c(SCC(=O)c2ccccc2)nnc1-c1ccc(O)cc1	0.8	-5	·	110	2	1604	-32	-5	0	4	-6
CC(=O)c1c(C)n(CC(=O)NCc2ccc3c(c2)OCO3)c2ccccc12	1.7	34	14	74	-1.2	1442	26	2	4	3	2
O=[N+]([O-])c1ccc(Cl)c(/C=N/n2c(COc3ccccc3)n[nH]c2=S)c1	7.5	8	-15	101	0.23	1698	9	3	3	19	5
COc1ccccc1-n1cnc2cc(C(=O)NC3CCCC3)ccc21	-0.1	20	·	86	·	1618	-3	2	1	8	2
C=CCn1c(SCC(=O)NC(=O)NCc2ccco2)nc2sc(C)c(C)c2c1=O	2.9	2	16	101	·	1623	1	8	0	6	-6
Cc1ccc(-c2noc(CCC(=O)N3CCCC3)n2)cc1	0.4	-3	-3	105	-0.12	1604	-10	0	-3	0	-2
COc1ccccc1NC(=O)CC(=O)CSc1nnc(-c2ccc(C)cc2)n1-c1ccccc1	1.0	-14	-6	109	-0.87	1615	-7	1	0	-7	-5
CC(C)(C)C(=O)N(Cc1nc2ccccc2c(=O)[nH]1)Cc1cccs1	0.5	0	·	101	·	1547	0	0	2	4	-5
Carrying on:
SMILES	RAM inhibit	STAT3 inh	S1P3 antagonist	STAT3 act	ROMK primary	SRC2 TRFRET art	STAT1 blocker	PPARg SRC1 recr	PPARg SRC3 recr	PPARg SRC-2 ag	TLR4 MyD88 comp
COc1ccc(NC(=O)C(c2cc3c(cc2[N+](=O)[O-])OCO3)N(C)C)cc1 (configuration not stated)	1.4	1	-7	103	-0.25	1678	1	8	5	3	-2
CC(=O)c1ccc(OCC(=O)NC2CCS(=O)(=O)C2)cc1 (configuration not stated)	0.1	0	-17	102	·	1448	-8	4	-9	-1	-1
COc1ccc(NC(=O)CCCN(C)S(=O)(=O)c2ccc(C)cc2)cc1	2.2	-2	13	104	-1.2	1636	-3	6	1	-7	-18
Cc1ccc(-c2noc(CN3CCOCC3)n2)cc1	1.2	2	·	99	·	1533	-19	-4	5	-7	-4
CC1CCCN(C(=O)C2c3ccccc3C(=O)N3CCc4ccccc4C23)C1 (configuration not stated)	-0.3	17	24	94	·	1713	4	3	2	2	-14
O=C(Nc1ccc2c(c1)OCO2)Nc1ccccn1	1.7	16	-24	90	·	1457	-53	4	4	6	13
CCOCCn1c(=NC(=O)c2cc(Cl)sc2Cl)sc2cc(S(N)(=O)=O)ccc21	1.0	-1	4	99	0.55	1600	1	7	30*	-2	-9
COCCCNC(=O)CN(c1cc(Cl)ccc1OC)S(C)(=O)=O	0.5	2	3	104	0.78	1359	-6	-4	-5	-3	-7
CCOC(=O)c1c(C)n(C)c2ccc(O)c(CN3CCCCC3)c12	0.9	-1	·	103	-2.5	1534	1	4	-1	0	4
O=S(=O)(c1ccc(Cl)cc1)n1cccn1	1.2	-8	-6	108	-0.79	1514	-14	-2	0	6	4
CC(C)(C)c1ccc(-c2nnc(SCC(=O)O)n2N)cc1	-0.5	12	-26	95	·	1356	1	-5	-1	1	-5
Cc1cc(OCCCn2cnc3ccccc3c2=O)ccc1[N+](=O)[O-]	1.4	17	-2	84	-1.9	1718	-7	7	9	0	-22
CC(C)Oc1ccc(C(CC(=O)O)NC(=O)CSc2ncn[nH]2)cc1 (configuration not stated)	2.6	2	-21	101	-0.032	1593	-6	8	-7	11	-1
CN(C)c1ccc(-c2nnn(CC(=O)NCc3ccc4c(c3)OCO4)n2)cc1	1.6	9	-4	100	-0.075	1398	-4	2	-6	-5	-7
CCN1CCN(c2cc(C)c3cc(NC(=O)c4ccc5c(c4)OCO5)ccc3n2)CC1	-0.1	2	13	103	·	1593	-2	4	12	8	-2
O=C(CCc1ccccc1)NNC(=O)c1ccco1	3.6	1	·	102	·	1457	-6	1	3	5	10
CCOCc1nnc(NC(=O)c2ccco2)s1	0.4	-3	-14	105	0.29	1568	-2	4	-11	11	-5
CC1=C(C(=O)OC(C)C)C(C)NC(=O)N1 (configuration not stated)	1.6	4	9	99	0.55	1479	-3	2	4	4	-11
CCCCCOC(=O)NCCOC(=O)Nc1ccc(C(=O)OCC)cc1	3.6	-7	-2	108	0.0052	1462	-4	8	-4	2	4
CC(C)(C)c1ccc(C(=O)N2CCC(C(=O)NCCC3=CCCCC3)CC2)cc1	0.5	17	·	92	-2.4	1490	-1	6	4	4	-4
Clc1ccc(CSC2=NCCCN2)cc1Cl	-0.4	14	3	93	·	1587	6	4	0	9	16
O=C(CCn1c(=O)sc2ccccc21)NCCCn1ccnc1	1.2	2	-25	103	·	1253	4	-4	-13	0	-5
C=C(C)CSc1nnc2n(N)c(=O)c3ccccc3n12	1.6	-2	·	101	-0.1	1386	-6	-7	3	3	1
COCCCNc1oc(-c2ccccc2Cl)nc1C#N	-0.1	6	7	99	0.08	1559	-2	-6	4	3	5
Cc1c(C(=O)OCC(=O)N2c3ccccc3CC2C)oc2ccccc12 (configuration not stated)	-0.6	18	-20	89	1.1	1514	4	10	-6	-5	5
Additional structures follow.
SMILES	RAM inhibit	STAT3 inh	S1P3 antagonist	STAT3 act	ROMK primary	SRC2 TRFRET art	STAT1 blocker	PPARg SRC1 recr	PPARg SRC3 recr	PPARg SRC-2 ag	TLR4 MyD88 comp
Cc1cc(=O)oc2cc(OCC3CC(c4ccccc4)=NO3)ccc12 (configuration not stated)	2.1	21	·	83	·	1484	-10	-1	4	0	5
CCN(CC(=O)NC1CCS(=O)(=O)C1)S(=O)(=O)c1ccccc1 (configuration not stated)	2.6	1	-9	97	-0.2	1707	-6	3	0	-4	1
COC(=O)C1C2C=CC(C3CC23)C1C(=O)OCC(=O)c1ccc(OC)cc1 (configuration not stated)	1.4	-1	·	101	2	1512	5	0	-2	5	-19
Cc1cc(=O)oc(C)c1C(=O)NCCN1CCOCC1	-0.1	8	·	98	-0.035	1567	8	3	5	9	-1
CCOC(=O)c1sc2nc(CSc3ccccc3Cl)[nH]c(=O)c2c1C	0.3	18	-5	91	0.96	1499	8	-2	1	1	4
O=C(Nc1ccncc1)c1ccc2c(c1)C(=O)N(C1CCCCC1)C2=O	0.1	75*	·	38	-1.2	1601	6	2	0	6	9
COc1ccccc1NC(=O)Cn1c(CN2CCCCC2)nc2ccccc2c1=O	0.4	9	-4	99	·	1555	-1	2	-9	-7	6
COc1ccnc(N2CCN(c3ccccc3)CC2)c1C#N	0.3	20	·	89	·	1754	-14	-1	7	-1	2
Cc1ccc(C)c(OC2=NS(=O)(=O)c3ccccc32)c1	-0.5	3	0	99	-0.98	1596	-2	9	0	3	-10
O=C(NCc1nc2ccccc2[nH]1)C1=C[C@@H](C2CCCCC2)C[C@@H](OCc2ccc(CO)cc2)O1	3.0	·	1	·	·	1550	-4	-9	2	1	-4
CSc1ccc(CN(C)CC(=O)Nc2c(F)cccc2F)cc1	2.4	13	-19	95	-0.29	1811	5	11	5	7	-4
CC(=O)c1cc(CN2CCN(C3CCCCC3)C(CCO)C2)cs1 (configuration not stated)	1.7	-2	-24	103	-1.7	1682	9	5	-3	11	-1
C/C(=N\NC(=S)NCc1ccccc1)c1ccc2ccccc2c1OC(F)F	8.3	0	3	102	-0.5	1595	0	-2	1	1	-3
COc1ccccc1NC(=O)N1CCCC1C(=O)NCc1ccc(F)cc1 (configuration not stated)	-0.1	6	-14	98	-0.96	1567	3	4	5	-10	4
